CHT PAM = allosteric activators of human choline transporter CHT; Q9GZV3; CHT-expressing cells, membrane potential dye, choline EC20; active compounds read high; LV-AA mutant CHT in HEK293 cells; B-score at 10 µM; 310,000 compounds, 0.49% hits;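 active = initial fluorescence not abnormally high and integrated response B-score, plate-corrected, over 3 SD above library mean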
Target sequence (Q9GZV3 whole entry, looked up): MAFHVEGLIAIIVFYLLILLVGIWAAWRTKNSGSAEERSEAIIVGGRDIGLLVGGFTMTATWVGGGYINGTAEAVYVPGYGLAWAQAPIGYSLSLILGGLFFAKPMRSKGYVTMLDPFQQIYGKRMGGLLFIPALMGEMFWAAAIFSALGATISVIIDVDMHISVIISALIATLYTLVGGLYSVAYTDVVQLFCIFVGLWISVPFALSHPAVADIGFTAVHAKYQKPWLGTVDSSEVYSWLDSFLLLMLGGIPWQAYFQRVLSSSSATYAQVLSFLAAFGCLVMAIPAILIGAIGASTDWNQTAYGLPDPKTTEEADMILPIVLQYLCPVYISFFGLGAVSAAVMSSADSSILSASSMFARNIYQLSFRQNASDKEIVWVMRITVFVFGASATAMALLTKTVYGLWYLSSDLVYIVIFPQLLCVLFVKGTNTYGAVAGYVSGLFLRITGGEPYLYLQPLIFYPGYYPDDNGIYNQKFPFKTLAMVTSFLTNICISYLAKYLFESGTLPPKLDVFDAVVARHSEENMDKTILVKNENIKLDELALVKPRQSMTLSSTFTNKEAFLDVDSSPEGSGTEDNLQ
OX1R antag-1 = human HCRTR1 antagonism; inhibition, % at 5 µM; 330,000 compounds, 0.43% hits; CHO/OX1R cells, Fluo-8 calcium fluorescence, orexin A; AID 434989;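 active = inhibition above its plate's threshold, mean inhibition of all tested compounds on the plate plus 3 SD, cut at about 37% in these data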;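 also: 0% = orexin A challenge wells and 100% = SB-334867-A antagonist wells; not every result past the cut was called active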
Target sequence (O43613 whole entry, looked up): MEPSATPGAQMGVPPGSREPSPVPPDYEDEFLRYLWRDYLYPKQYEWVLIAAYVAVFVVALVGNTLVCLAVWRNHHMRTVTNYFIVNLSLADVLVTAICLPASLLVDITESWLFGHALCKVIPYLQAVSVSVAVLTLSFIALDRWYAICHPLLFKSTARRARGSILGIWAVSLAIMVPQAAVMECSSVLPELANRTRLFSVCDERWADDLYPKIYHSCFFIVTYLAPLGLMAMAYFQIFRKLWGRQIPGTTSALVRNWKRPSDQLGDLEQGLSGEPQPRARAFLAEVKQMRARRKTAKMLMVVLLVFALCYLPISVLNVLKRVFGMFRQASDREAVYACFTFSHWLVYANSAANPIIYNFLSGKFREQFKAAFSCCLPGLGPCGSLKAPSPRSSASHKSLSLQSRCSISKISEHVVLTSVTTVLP
OX1R antag-2 = antagonists of human orexin 1 receptor (OX1R) | OX1R-expressing cells, FRET antagonist read-out | O43613 | inhibition, % at 6.6 µM | AID 485270 | 330,000 compounds, 1.8% hits; in the data active = inhibition mostly above about 38%, no sharp cut-off; inactive = mostly below about 40%;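 also: 0% = agonist challenge alone and 100% = reference antagonist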
An asterisk follows results filed as active. Compounds as they come. Share with any hit: about 2.5%.

How did CCCCNC(=S)N/N=C/c1ccc(C)s1 do in these assays?
CHT PAM: inactive; OX1R antag-1: -22; OX1R antag-2: 9

How did COc1ccccc1-c1nc(SCC(=O)N(C)c2ccccc2)c2c(=O)n(C)c(=O)n(C)c2n1 do in these assays?
CHT PAM: inactive; OX1R antag-1: -18; OX1R antag-2: 7

Results for CCOC(=O)c1sc2ncn(C(CC)C(=O)OCC)c(=O)c2c1C (centres undefined) ?
CHT PAM: inactive; OX1R antag-1: -28; OX1R antag-2: 9

What do the screens show for `Fc1ccc(NC(=S)Nc2ccccc2N2CCOCC2)cc1Cl`?
CHT PAM: inactive; OX1R antag-1: -16; OX1R antag-2: -2

Results for O=C(C1CCN(S(=O)(=O)N2CCC3(CC2)OCCO3)CC1)N1CCCCC1 ?
CHT PAM: inactive; OX1R antag-1: -11; OX1R antag-2: 14

What do the screens show for `CCn1cc(C2Nc3ccccc3C(=O)N2O)c(C)n1` (centres undefined)?
CHT PAM: inactive; OX1R antag-1: -8; OX1R antag-2: 7

What do the screens show for `O=c1c2ccccc2nc(SCc2nc(-c3ccccc3)no2)n1-c1ccc(F)cc1`?
CHT PAM: inactive; OX1R antag-1: -17; OX1R antag-2: 21

Results for CC(OC(=O)Cc1c[nH]c2ccccc12)C(=O)NC1CCCCC1C (centres undefined) ?
OX1R antag-1: 0; OX1R antag-2: 15

How did O=C(CN1C(=O)NC2(CCc3ccccc32)C1=O)Nc1c(Cl)cccc1Cl (centres undefined) do in these assays?
OX1R antag-1: -13; OX1R antag-2: -1

What do the screens show for `CCc1ccc(S(=O)(=O)NCCc2cn3ccsc3n2)s1`?
CHT PAM: inactive; OX1R antag-1: -23; OX1R antag-2: 20

Continued (two carried over from the part before).
How did O=C(CN1C(=O)NC2(CCc3ccccc32)C1=O)Nc1c(Cl)cccc1Cl (centres undefined) do in these assays?
OX1R antag-1: -13; OX1R antag-2: -1

What do the screens show for `CCc1ccc(S(=O)(=O)NCCc2cn3ccsc3n2)s1`?
CHT PAM: inactive; OX1R antag-1: -23; OX1R antag-2: 20

Results for Cc1ccc(Nc2nc(N)nc(CN3CCC(C)CC3)n2)c(C)c1 ?
CHT PAM: inactive; OX1R antag-1: -28; OX1R antag-2: 16

Results for CCCCC1CCC(C(=O)N(C)CC(=O)Nc2cccc(OC)c2)CC1 (centres undefined) ?
OX1R antag-1: 8; OX1R antag-2: 2

Results for O=C(Cn1nc(C(F)(F)F)c2c1CCC2)NCc1ccc(F)cc1 ?
CHT PAM: inactive; OX1R antag-1: -11; OX1R antag-2: 10

Results for CC1=NN(c2ccc(Cl)c(C(=O)O)c2)C(=O)/C1=C/c1ccc(-c2ccccc2[N+](=O)[O-])o1 ?
CHT PAM: inactive; OX1R antag-1: 16; OX1R antag-2: 13

Results for CC1CCCC(NC(=O)CSc2n[nH]c(N)n2)C1C (centres undefined) ?
OX1R antag-1: -20; OX1R antag-2: 4

How did O=C(NCc1nnc(SCC(=O)N2CCN(c3ccccc3)CC2)o1)c1ccc(F)cc1 do in these assays?
CHT PAM: inactive; OX1R antag-1: -22; OX1R antag-2: 13

What do the screens show for `COc1cccc(/C=C2\SC(=S)N(CC3CCCO3)C2=O)c1` (centres undefined)?
CHT PAM: inactive; OX1R antag-1: -8; OX1R antag-2: 12

How did CN(C)CCNC(=O)COc1ccc(Cl)cc1Cl do in these assays?
CHT PAM: inactive; OX1R antag-1: -13; OX1R antag-2: 12

What do the screens show for `COc1ccc(NC2=C3CCCC=C3N(c3ccc(OC)cc3)C2=O)cc1`?
CHT PAM: inactive; OX1R antag-1: 0; OX1R antag-2: 14

Results for COC(=O)CN(c1ccccc1)S(=O)(=O)c1cc(Br)ccc1OC ?
CHT PAM: inactive; OX1R antag-1: -38; OX1R antag-2: 11

How did CC(=O)c1ccc(NC(=O)CCCN2C(=O)COc3ccc(C)cc32)cc1 do in these assays?
CHT PAM: inactive; OX1R antag-1: -10; OX1R antag-2: 7

Results for Cc1ccnc(SCc2cc(=O)c(OC(=O)c3ccc(Br)o3)co2)n1 ?
CHT PAM: inactive; OX1R antag-1: -12; OX1R antag-2: 29

What do the screens show for `CC(=O)Nc1nc(-c2ccccc2)c(-c2ccccc2)o1`?
CHT PAM: inactive; OX1R antag-1: -14; OX1R antag-2: 29

Results for COc1cccc(N2CCN(CC(=O)Nc3nc4c(s3)CC(C)CC4)CC2)c1 (centres undefined) ?
CHT PAM: inactive; OX1R antag-1: -22; OX1R antag-2: 7

How did CC1=NN(c2nc3ccccc3[nH]2)C(=O)C1Cc1ccccc1 (centres undefined) do in these assays?
CHT PAM: inactive; OX1R antag-1: -12; OX1R antag-2: 3

How did Cc1ccc(C(=O)N2N=C(c3ccccc3)CC2(O)C(F)(F)F)o1 (centres undefined) do in these assays?
CHT PAM: inactive; OX1R antag-1: -21; OX1R antag-2: 26

What do the screens show for `CSC(=CC(=O)c1ccc(F)cc1)SC`?
CHT PAM: inactive; OX1R antag-1: -4; OX1R antag-2: 20

How did COc1cc(C2NC(=S)NC3=C2C(=O)CCC3)ccc1O (centres undefined) do in these assays?
CHT PAM: inactive; OX1R antag-1: -11; OX1R antag-2: 10

How did O=C(CCc1ccccc1)NCCS(=O)(=O)N1CCN(c2ccccc2)CC1 do in these assays?
CHT PAM: inactive; OX1R antag-1: -17; OX1R antag-2: 14

What do the screens show for `CCOC(=O)N1CCN(c2nc3ccccc3nc2C(C#N)S(=O)(=O)c2ccc(C)cc2)CC1` (centres undefined)?
CHT PAM: inactive; OX1R antag-1: -8; OX1R antag-2: 7

What do the screens show for `COc1ccc(/C=N/NC(=O)c2csc(-n3nc(C)cc3C(F)(F)F)n2)cc1`?
CHT PAM: inactive; OX1R antag-1: -26; OX1R antag-2: 6

Results for CN(CC(=O)Nc1ccc(Cl)c(C(F)(F)F)c1)C(=O)Cc1ccsc1 ?
CHT PAM: inactive; OX1R antag-1: 28; OX1R antag-2: 50*

What do the screens show for `NC(=O)c1cccc2c1-c1ccccc1/C2=N/NC(N)=S`?
CHT PAM: inactive; OX1R antag-1: -14; OX1R antag-2: 11

How did Cc1ccc(NC(=O)c2csnn2)c(C)c1 do in these assays?
CHT PAM: inactive; OX1R antag-1: -24; OX1R antag-2: 21

How did CCCCNC(=O)NNC(=O)c1ccco1 do in these assays?
CHT PAM: inactive; OX1R antag-1: -2; OX1R antag-2: 1

How did COc1ccccc1NC(=O)N(Cc1cccs1)Cc1cc2cc3c(cc2[nH]c1=O)OCO3 do in these assays?
CHT PAM: inactive; OX1R antag-1: -32; OX1R antag-2: 48

Results for N/C(Cc1nc(-c2ccc(Cl)cc2)cs1)=N/O ?
CHT PAM: inactive; OX1R antag-1: -6; OX1R antag-2: 8

What do the screens show for `CCN(CC)CCC(c1ccc2c(c1)OCO2)c1c(OC)cc(OC)c2ccc(=O)oc12` (centres undefined)?
CHT PAM: inactive; OX1R antag-1: -20; OX1R antag-2: 27

How did COC(=O)CNC(=O)C(C)NC(=O)OCc1ccccc1 (centres undefined) do in these assays?
CHT PAM: inactive; OX1R antag-1: -9; OX1R antag-2: 4

Results for CCOC(=O)N/N=C(\C)c1ccc(-n2cnnn2)cc1 ?
CHT PAM: inactive; OX1R antag-1: -14; OX1R antag-2: 9

How did COc1ccc(C)c2sc(N(CCN(C)C)C(=O)c3ccc4ccccc4c3)nc12 do in these assays?
CHT PAM: inactive; OX1R antag-1: -5; OX1R antag-2: 15

Results for Cc1cs/c(=N\N=C2CCCCC2)n1Cc1ccco1 ?
CHT PAM: inactive; OX1R antag-1: -17; OX1R antag-2: 15

What do the screens show for `CSc1nnc(NC(=O)c2ccc3c(c2)OCO3)s1`?
CHT PAM: inactive; OX1R antag-1: -9; OX1R antag-2: 19

How did CC1=NN(c2nc(C)cc(C)n2)C(=O)C1CCC(C)C (centres undefined) do in these assays?
CHT PAM: inactive; OX1R antag-1: -11; OX1R antag-2: 0

Results for COc1cc2[nH]c(=S)n(C3CC3)c(=O)c2cc1OC ?
CHT PAM: inactive; OX1R antag-1: -18; OX1R antag-2: 15

What do the screens show for `CCOC(=O)CSc1nc(=O)n2cc(C)ccc2n1`?
CHT PAM: inactive; OX1R antag-1: -6; OX1R antag-2: 2

How did COc1ccc(N2CCN(C(=O)c3ccccc3)CC2)c([N+](=O)[O-])c1 do in these assays?
CHT PAM: inactive; OX1R antag-1: -1; OX1R antag-2: 40

How did O=C(NCc1ccc2c(c1)OCO2)c1cccnc1 do in these assays?
CHT PAM: inactive; OX1R antag-1: -5; OX1R antag-2: 8

What do the screens show for `CN(CCOc1ccccc1)CC(=O)Nc1cccc(Br)c1`?
CHT PAM: inactive; OX1R antag-1: -16; OX1R antag-2: 19

What do the screens show for `CCOc1ccc(C2C(C(C)=O)=C(O)C(=O)N2CCc2c[nH]c3ccccc23)cc1` (centres undefined)?
CHT PAM: inactive; OX1R antag-1: -7; OX1R antag-2: 8

4 compounds out of the list, arranged by length of the SMILES, falling:
How did COc1ccc(N2CCN(C(=O)c3ccccc3)CC2)c([N+](=O)[O-])c1 do in these assays?
CHT PAM: inactive; OX1R antag-1: -1; OX1R antag-2: 40

How did CC1=NN(c2nc(C)cc(C)n2)C(=O)C1CCC(C)C (centres undefined) do in these assays?
CHT PAM: inactive; OX1R antag-1: -11; OX1R antag-2: 0

What do the screens show for `CN(CCOc1ccccc1)CC(=O)Nc1cccc(Br)c1`?
CHT PAM: inactive; OX1R antag-1: -16; OX1R antag-2: 19

How did O=C(NCc1ccc2c(c1)OCO2)c1cccnc1 do in these assays?
CHT PAM: inactive; OX1R antag-1: -5; OX1R antag-2: 8

(listing goes on)
How did COc1ccc(Cn2c(=O)c3cccnc3n(Cc3ccc([N+](=O)[O-])cc3)c2=O)cc1 do in these assays?
CHT PAM: inactive; OX1R antag-1: -28; OX1R antag-2: 8

How did CC(=O)N1c2ccc(S(=O)(=O)N3CCC(C(=O)Nc4cccc(F)c4)CC3)cc2CC1C (centres undefined) do in these assays?
CHT PAM: inactive; OX1R antag-1: -25; OX1R antag-2: 19

How did CSc1cccc(NS(=O)(=O)c2cn(C)cn2)c1 do in these assays?
CHT PAM: inactive; OX1R antag-1: -21; OX1R antag-2: 9

Results for N#CCNC1CC(=O)N(c2ccc(F)cc2)C1=O (centres undefined) ?
CHT PAM: inactive; OX1R antag-1: 7; OX1R antag-2: 5

What do the screens show for `Cc1onc(-c2ccccc2)c1C(=O)NNC(=S)NC(=O)c1ccc(F)cc1`?
CHT PAM: inactive; OX1R antag-1: 4; OX1R antag-2: 11

How did O=C(NC1CCCC1)C1CCN(S(=O)(=O)c2cccc3cccnc23)CC1 do in these assays?
CHT PAM: inactive; OX1R antag-1: -7; OX1R antag-2: 15

What do the screens show for `CCN(CC)CCCN1C(=O)C2C(C(=O)Nc3ccc(C(C)C)cc3)C3C=CC2(O3)C1C(=O)NC1CCCCC1` (centres undefined)?
CHT PAM: inactive; OX1R antag-1: -6; OX1R antag-2: 1

Results for CC12CCC(C(=O)NCc3ccccc3Cl)(CC1=O)C2(C)C (centres undefined) ?
CHT PAM: inactive; OX1R antag-1: -17; OX1R antag-2: 21

Results for CCOc1ccc(NC(=O)C/C(C)=N/NC(=O)Cc2cccs2)cc1 ?
CHT PAM: inactive; OX1R antag-1: -31; OX1R antag-2: 4

How did COc1cccc(C(=O)CN2CCN(S(=O)(=O)c3ccc(Br)cc3)CC2)c1 do in these assays?
CHT PAM: inactive; OX1R antag-1: -17; OX1R antag-2: 15

A section from the list above, as a working copy:
How did CCCCNC(=S)N/N=C/c1ccc(C)s1 do in these assays?
CHT PAM: inactive; OX1R antag-1: -22; OX1R antag-2: 9

How did COc1ccccc1-c1nc(SCC(=O)N(C)c2ccccc2)c2c(=O)n(C)c(=O)n(C)c2n1 do in these assays?
CHT PAM: inactive; OX1R antag-1: -18; OX1R antag-2: 7

Next part
What do the screens show for `CC1Sc2ccc(S(=O)(=O)CCC(=O)Nc3ccccn3)cc2NC1=O` (centres undefined)?
CHT PAM: inactive; OX1R antag-1: -9; OX1R antag-2: 7

How did CCOC(=O)C1CCN(S(=O)(=O)c2cc(Cl)c(C)cc2OC)CC1 do in these assays?
CHT PAM: inactive; OX1R antag-1: -12; OX1R antag-2: 14

What do the screens show for `O=[N+]([O-])c1cccc(CN2CCN(c3cccc4[nH]ccc34)CC2)c1`?
CHT PAM: inactive; OX1R antag-1: -17; OX1R antag-2: 1

What do the screens show for `COc1ccccc1C(=O)NC1CC(C)(C)NC(C)(C)C1`?
CHT PAM: inactive; OX1R antag-1: -6; OX1R antag-2: 10

What do the screens show for `O=C(Nc1nccs1)C1CC(=O)N(CCc2ccc(F)cc2)C1` (centres undefined)?
CHT PAM: inactive; OX1R antag-1: -2; OX1R antag-2: 13

Results for Cc1ccc(C)c(SCC(=O)c2ccc[nH]2)c1 ?
CHT PAM: inactive; OX1R antag-1: -29; OX1R antag-2: 29

How did CC(=O)Oc1cccc(N2C(=O)c3ccc(C(=O)O)cc3C2=O)c1 do in these assays?
CHT PAM: inactive; OX1R antag-1: -12; OX1R antag-2: 20

How did O=C(COC(=O)c1cc(=O)[nH]c2ccccc12)Nc1nc(-c2ccccc2)cs1 do in these assays?
CHT PAM: inactive; OX1R antag-1: -1; OX1R antag-2: 13

Results for Cn1c(=O)c2cc(S(=O)(=O)Nc3cc(C(=O)O)cc(C(=O)O)c3)ccc2n(C)c1=O ?
CHT PAM: inactive; OX1R antag-1: -11; OX1R antag-2: 4

Results for COC(=O)CNC(=O)C1(C)C=CCN1C(=O)c1ccccc1 (centres undefined) ?
CHT PAM: inactive; OX1R antag-1: -3; OX1R antag-2: 12

What do the screens show for `O=C(COC(=O)/C=C/c1ccc(S(=O)(=O)N2CCOCC2)cc1)NCc1ccc2c(c1)OCO2`?
CHT PAM: inactive; OX1R antag-1: -21; OX1R antag-2: 18
